DT40 TDP1 no CPT = qHTS for Inhibitors of human tyrosyl-DNA phosphodiesterase 1 (TDP1): qHTS in cells in absence of CPT; DT40 Tdp1-/- hTDP1 cells, no CPT, ATP luminescence, 48 h; Potency, µM (highest dose often 46.2 µM), without a hit: at the highest dose activity change, negative = growth inhibition, hits mostly inhibitors; actives 15% (n = 420,000); AID 686978, 2013; note: nearly all actives have a fitted effect of over 55% in size
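A cellular qHTS used chicken DT40 cells lacking endogenous Tdp1 but carrying stably transfected human TDP1. Compounds were applied without camptothecin, and cell growth kinetics were judged by ATP-dependent luminescence after ≥48 hr.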
GCN5L2 inh = qHTS Assay for Inhibitors of GCN5L2 | GCN5L2 HAT assay, ThioGlo1 CoA-SH fluorescence | Potency, µM (highest dose often 58.9 µM), without a hit: top-dose activity change, negative = inhibition, actives largely listed as inhibitors | Histone acetyltransferase KAT2A (Homo sapiens), Q92830 | actives 0.21% (n = 390,000) | AID 504327, 2011
Target sequence (Q92830 whole entry, looked up): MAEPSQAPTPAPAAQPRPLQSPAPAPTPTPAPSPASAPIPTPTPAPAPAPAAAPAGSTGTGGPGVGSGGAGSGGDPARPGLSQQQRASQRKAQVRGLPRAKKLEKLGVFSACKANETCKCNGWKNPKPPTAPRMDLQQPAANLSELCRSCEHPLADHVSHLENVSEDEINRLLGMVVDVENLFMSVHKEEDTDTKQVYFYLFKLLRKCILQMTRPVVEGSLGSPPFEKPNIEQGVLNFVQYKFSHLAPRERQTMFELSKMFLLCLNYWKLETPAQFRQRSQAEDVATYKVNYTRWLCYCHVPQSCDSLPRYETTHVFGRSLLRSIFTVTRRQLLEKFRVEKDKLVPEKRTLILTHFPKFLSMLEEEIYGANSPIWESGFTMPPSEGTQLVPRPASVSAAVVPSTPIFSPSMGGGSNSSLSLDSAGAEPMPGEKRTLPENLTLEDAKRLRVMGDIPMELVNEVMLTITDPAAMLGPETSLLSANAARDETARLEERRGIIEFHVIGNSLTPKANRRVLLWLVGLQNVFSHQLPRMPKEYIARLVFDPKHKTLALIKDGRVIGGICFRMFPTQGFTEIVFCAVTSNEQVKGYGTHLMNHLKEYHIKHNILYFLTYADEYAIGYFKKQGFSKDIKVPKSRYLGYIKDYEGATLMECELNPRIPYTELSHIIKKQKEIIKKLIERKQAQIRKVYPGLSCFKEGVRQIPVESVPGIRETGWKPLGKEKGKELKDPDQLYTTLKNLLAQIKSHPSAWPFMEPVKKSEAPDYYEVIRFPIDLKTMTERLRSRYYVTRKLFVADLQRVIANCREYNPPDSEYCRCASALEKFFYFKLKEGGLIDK
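GCN5L2 (20nM final) in 50mM HEPES, 0.1mM EDTA pH 7.5, 0.01% Tween-20 was preincubated 15 min at room temperature with compound, then given ThioGlo1 (50uM), H3(1-25) peptide (75uM) and acetyl-CoA (70uM); CoA-thiol fluorescence (Ex340/Em540) was read at 0 and 20 min.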
DT40 TDP1 CPT = qHTS for Inhibitors of human tyrosyl-DNA phosphodiesterase 1 (TDP1): qHTS in cells in presence of CPT; chicken DT40 Tdp1-/-;hTDP1 cells + 20 nM CPT, ATP luminescence, 48 h; Potency, µM (titrated, usually from 46.2 µM), inactives show at the highest dose activity change, negative = growth inhibition, actives largely listed as inhibitors; actives 12% (n = 420,000); note: nearly all actives have a fitted effect of over 55% in size
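Chicken DT40 Tdp1-/- cells stably complemented with human TDP1 were seeded at 400 cells/well in medium containing 20 nM camptothecin, exposed to pin-transferred compounds, and grown at 37 °C for at least 48 hr. Viability was read as ATP luminescence.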
The depositor's hits bear a star; ? = inconclusive; / = no result given; & = joins results of further samples; [ ] = another dose, or the depositor's remark. Calls come from the whole dose curve; as a rule, active = well fitted curve in the direction sought with a large enough effect; inconclusive = small, poorly fitted or top-dose-only effect, or another doubt; inactive = no such curve, though single readings can be large; an effect the other way counts as inactive or inconclusive. % is set by controls: 0 for no effect and ±100 for the full control effect; potency is the fitted concentration of half-maximal effect. This is a subset. The share of hits here may be higher or lower than overall.

The opening three records, ahead of the listing:
SMILES,DT40 TDP1 no CPT,GCN5L2 inh,DT40 TDP1 CPT
CC(=O)c1ccc(OC(=O)CCN2c3ccccc3Sc3ccccc32)cc1,-8%,-9%,10%
O=C(Nc1ccc(S(=O)(=O)N2CCOCC2)cc1)c1nn(-c2ccc(F)cc2)ccc1=O,-22%,-5%,?
O=C(/C=C/c1ccccc1)Nc1cccc(S(=O)(=O)Nc2ccccc2F)c1,15µM*,?,15µM*

The whole of this part (from the top)
SMILES,DT40 TDP1 no CPT,GCN5L2 inh,DT40 TDP1 CPT
CC(=O)c1ccc(OC(=O)CCN2c3ccccc3Sc3ccccc32)cc1,-8%,-9%,10%
O=C(Nc1ccc(S(=O)(=O)N2CCOCC2)cc1)c1nn(-c2ccc(F)cc2)ccc1=O,-22%,-5%,?
O=C(/C=C/c1ccccc1)Nc1cccc(S(=O)(=O)Nc2ccccc2F)c1,15µM*,?,15µM*
Cc1ccc(Cn2cnc3nc4c(cc3c2=O)CCCC4)cc1,?,-8%,?
N#Cc1nc(N(c2ccccc2)c2ccccc2)nc(-n2cccc2)n1,3.5µM*,/,7.1µM*
Cc1csc(SC(C)C(=O)Nc2ccc(Cl)cn2)n1 (centres undefined),-11%,-3%,-6%
COc1cn(CC(=O)Nc2ccc(C)cc2)c(CN2CCCCC2)cc1=O,-14%,0%,10%
COC(=O)CSc1nc(C)c2ccc(OC)cc2n1,-4%,3%,-1%
O=[N+]([O-])c1ccc(-c2c(O)c3ccccc3c3nc4ccccc4nc23)cc1,-13%,-7%,?
CC1CCCC(C)N1S(=O)(=O)c1ccc(NC(=O)CNC2CCCC2)cc1 (centres undefined),?,-4%,?
O=C(N/N=C/c1ccccn1)C(=O)N1CCCCCC1,2%,1%,20%
Cc1c(NC(=O)c2cn3ccccc3n2)cccc1-n1cnnn1,-8%,-5%,-7%
O=S(=O)(c1cccc(F)c1)N1CCN(c2nc(-c3cccs3)nc3ccccc23)CC1,?,/,?
Cc1ccc(-n2ncc3c(N4CCN(c5ccccc5)CC4)ncnc32)c(C)c1,4.6µM*,1%,5.8µM*
CC(C(=O)N1CCc2ccccc21)N1CCN(Cc2ccc(Cl)cc2)CC1 (centres undefined),-27%,-5%,2%
O=C(CCN1C(=O)/C(=C/C=C/c2ccccc2)SC1=S)Nc1nccs1,?,-1%,?
O=C(O)c1ccc2c(c1)C(=O)N(c1cc(C(=O)O)ccc1Br)C2=O,3%,0%,-10%
Cc1ccc2c(CC(=O)NCc3cccs3)coc2c1,?,1%,-30%
CNC(=S)N(Cc1ccc(OC)cc1)Cc1cc2cc(C)ccc2[nH]c1=O,-3%,-6%,6%
CN1CCN(Cc2cc(=O)oc3ccc(Cl)cc23)CC1,-6%,-4%,4%
Cc1onc(-c2ccccc2)c1C(=O)Nc1cccc(S(=O)(=O)N2CCCCC2)c1,?,-11%,?
CCCCn1c(N)c(N(CCOC)C(=O)c2cc(C)oc2C)c(=O)[nH]c1=O,1%,-1%,7%
O=C(NCc1ccccn1)c1cc(-c2ccncc2)nc2ccccc12,-24%,4%,0%
NCCC(=O)N[C@H](Cc1cnc[nH]1)C(=O)O,-3%,5%,9%
CCC(=O)N1CCc2cc(Br)cc(S(=O)(=O)CCC(=O)N3CCN(c4ccc(F)cc4)CC3)c21,?,-4%,21µM*

(listing goes on)
SMILES,DT40 TDP1 no CPT,GCN5L2 inh,DT40 TDP1 CPT
Clc1ccccc1Nc1nc2ccccc2o1,-2%,0%,?
COc1ccccc1CN1CCNC(=O)C1CC(=O)NC1CCCCCC1 (centres undefined),-25%,4%,-26%
O=C(Nc1ccccc1)c1cc([N+](=O)[O-])ccc1NC1CCCCC1,-22%,-6%,5%
CCOc1ccc(Nc2nc(Cl)nc(NCCO)n2)cc1,-16%,-1%,-11%
C=CCNc1nc2ccccc2nc1NS(=O)(=O)c1ccc(OC)cc1,1%,26%,?
Cc1cc(C)c2c(=O)[nH]c(SCc3ccc([N+](=O)[O-])cc3)nc2n1,-23%,-1%,3%
COc1ccc(C(=O)Nc2cccnc2)cc1,-11%,-3%,-29%
CCCOc1ccc(/C(O)=C2/C(=O)C(=O)N(CCCOC)C2c2cccnc2)cc1 (centres undefined),-13%,-1%,5%
CCOc1ccc(/C=C/c2nc(C#N)c(Nc3ccc(OC)cc3)o2)cc1,16µM*,-4%,21µM*
COc1ccc(NC(=O)Cn2c(=O)n(Cc3ccco3)c(=O)c3sc4ccccc4c32)cc1Cl,-24%,3%,-3%
Nc1nc(SCC(=O)Nc2cc(C(F)(F)F)ccc2Cl)[nH]c(=O)c1NC(=O)c1ccco1,-1%,-12%,3%
CCOc1cc(C(=O)N2CCC(CC3CC(c4ccccc4)=NO3)(C(=O)NCc3ccc(OC)cc3)CC2)cc(OCC)c1OCC (centres undefined),16µM*,/,?
CC(=O)c1cc(-c2ccccc2)[nH]c1N1CCOCC1,2%,-4%[0.501 µM],-21%
Oc1ccc2ccccc2c1CN1CCCC1,-14%,-1%,1%
CCN(CC)c1ncnc2c1cnn2C,-27%,2%,-17%
CCOc1nc2cccc(C(=O)O)c2n1Cc1ccc(-c2ccccc2-c2nn[nH]n2)cc1,3%,-17%,13%
Cc1ccccc1OCC(=O)Nc1nnc(SCc2cc(=O)n3cc(Cl)ccc3n2)s1,-19%,-14%,-12%
COc1ccc(-n2ccnc(NCCc3ccc(S(N)(=O)=O)cc3)c2=O)cc1Cl,?,24%,-27%
NNC(=S)NCCc1ccccc1,?,-12%,?
O=S(=O)(c1cccs1)N1CN(Cc2ccccc2)c2nc3ccccc3nc21,?,-14%,?
O=C1CCCN1CCC(=O)N1CCCC(CO)(Cc2ccccc2)C1 (centres undefined),36%[activator],-5%,-26%
CC(C(=O)NCCCN1CCOCC1)n1cccc1C(=O)c1ccccc1 (centres undefined),-16%,2%,2%
O=C(O)CC(Cc1ccccc1)c1ccc2c(c1)OCO2 (centres undefined),0%,-1%,2%
COc1ccc(NC(=O)CSc2nc3ccsc3c(=O)n2Cc2ccccn2)c(OC)c1,?,-3%,-15%
Cc1cccc(-c2c3c(=O)n(C)c(=O)n(C)c3cn2C2CCCCC2)c1,16µM*,3%,?

Given with each value named: 2 of the compounds above
CC(C(=O)NCCCN1CCOCC1)n1cccc1C(=O)c1ccccc1 (centres undefined)
- DT40 TDP1 no CPT: -16%
- GCN5L2 inh: 2%
- DT40 TDP1 CPT: 2%

O=C(O)CC(Cc1ccccc1)c1ccc2c(c1)OCO2 (centres undefined)
- DT40 TDP1 no CPT: 0%
- GCN5L2 inh: -1%
- DT40 TDP1 CPT: 2%

Later entries.
SMILES,DT40 TDP1 no CPT,GCN5L2 inh,DT40 TDP1 CPT
CN(O)C(=O)Nc1ccc([N+](=O)[O-])cc1,?,-14%,?
CSc1nc(C)c(Cc2c(F)cccc2Cl)c(=O)[nH]1,7%,-2%,4%
COc1cc2c(cc1O)C(Cc1ccc(O)cc1)N(C)CC2 (centres undefined),-1%,-6%,1%
Cc1nc(NC(=O)C(C)(C)C)sc1-c1nc(N)sc1-n1cc(-c2ccccc2)nn1,-23%,/,-1%
NC(=O)c1c(NC(=O)C2CCCO2)sc2c1CCC2 (centres undefined),-6%,2%,0%
CC1(C)CC(c2nc(-c3ccc(Br)cc3)cs2)CCS1 (centres undefined),?,-12%,?
O=C(NCCCCNC(=O)c1ccco1)c1ccco1,3%,-4%,5%
COc1ccc(S(=O)(=O)NC(=O)C2(C)CCN2C(=O)C2CC2)cc1 (centres undefined),-19%,/,3%
CC1CCN(S(=O)(=O)c2ccc3[nH]ccc3c2)CC1,-25%,-3%,?
O=C(CCS(=O)(=O)c1cccc2nonc12)N1CCCc2ccccc21,?,-6%,0%
CC1(C(=O)NS(=O)(=O)c2ccccc2)CCN1C(=O)Cc1cccc2ccccc12 (centres undefined),-2%,/,?
CCn1cc(C(=O)NCc2cccnc2)c2cc(OC)c(OC)cc2c1=O,-12%,1%,0%
Cc1ccc(C(=O)CN2C(=O)NC3(CCCCC3C)C2=O)s1 (centres undefined),-23%,-3%,-5%
C=CCC(NCc1ccco1)c1ccc(OC)cc1 (centres undefined),-9%,?,-13%
CCCCNc1nnc(CCn2nc(C)c(Br)c2C)s1,-2%,-3%,?
Cn1c(N)c(C(=O)COC(=O)Cc2ccc(Cl)c(Cl)c2)c(=O)n(C)c1=O,?,-6%,-15%
Cc1c(NC2=NC3(CCCCC3)Cc3ccccc32)c(=O)n(C)n1-c1ccccc1,-19%,-4%,-11%
CCc1ccc(-c2nc(CSCC(=O)N3CCN(c4ncccn4)CC3)c(C)o2)cc1,?,-2%,?
Cc1csc(NC(=O)CCn2c(=O)sc3ccccc32)n1,?,-3%,?
C=CCn1c(-c2cccn(Cc3ccc(Cl)cc3)c2=O)n[nH]c1=S,0%,-2%,-25%
CCN(CC)CCNC(=O)Cn1nc(Cc2ccccc2)c2ccccc2c1=O,?,-3%,?
COCC(=O)N1CCC(Oc2ccc(C(=O)N3CCN(C)C[C@@H]3C(C)C)cc2)CC1,-5%,-1%,15%
O=C(c1ccc(Br)cc1)N1CCN(c2ccccn2)CC1,?,/,-16%
COCCN(C(=O)c1ccc(C#N)cc1)c1c(N)n(Cc2ccccc2)c(=O)[nH]c1=O,-2%,2%,-4%
CC(Oc1ccc2c3c(c(=O)oc2c1)CCCC3)C(=O)NCc1cccnc1 (centres undefined),?,-8%,-21%

Continued.
SMILES,DT40 TDP1 no CPT,GCN5L2 inh,DT40 TDP1 CPT
COc1cc(-c2cc(=O)c3c(O)c(OC)c(OC)c(OC)c3o2)cc(OC)c1OC,?,-6%&9%,?
CN(Cc1ccccc1)C(=O)CCNS(=O)(=O)c1ccc2c(c1)oc(=O)n2C,-9%,-21%,-16%
Cc1ccccc1SCC(=O)N1CCN(c2ccc(C(F)(F)F)cn2)CC1,23µM*,2%,?
C/C(=N\NC(=O)c1cc2ccccc2cc1O)c1ccccn1,1.3µM*,-13%,1.2µM*
Cc1noc(C)c1COc1ccccc1C(=O)NC(C)c1ccc(Cl)cc1 (centres undefined),?,-5%,?
CCOc1ccc(CN(C)CC(=O)Nc2cccc(C)c2)cc1OC,9.2µM*,-8%,21µM*
Cc1cc(NS(=O)(=O)c2ccc(NC(=O)C(C)Oc3ccc(Cl)cc3)cc2)no1 (centres undefined),-10%,42%[activator],-3%
Cc1ccc(NC(=O)Cn2c(=O)oc3ccccc32)c(C)c1,13µM*,-9%,0%
Fc1ccccc1/C=N/Nc1ccc(Cl)nn1,2%,?,-3%
CCC(Sc1nc(C)cc(C)n1)C(=O)Nc1nccs1 (centres undefined),6%,-28%,28%
COc1ccc(NC(=O)CN2C(=O)NC(C)(c3ccc4c(c3)OCCO4)C2=O)cc1S(N)(=O)=O (centres undefined),0%,-7%,?
CN1CCc2nc3sc(C(=O)Nc4cccc(C#N)c4)c(N)c3cc2C1,8.2µM*,-6%,21µM*
Cc1cc(Br)c(S(=O)(=O)NCc2ccncc2)cc1C,7.3µM*,-18%,5.8µM*
Cc1cc(Cl)ccc1OCCCC(=O)NO,18µM*,2%,8.2µM*
COc1ccc(F)c(CN2CCC(CO)(Cc3cccc(C(F)(F)F)c3)CC2)c1,?,-1%,?
CCn1c(SCC(=O)N/N=C/c2c[nH]c3ccccc23)nnc1-c1ccc(Cl)cc1,?,-13%,?
O=C1c2ccccc2-c2n[nH]c(=O)c3ccc(N4CCCCC4)c1c23,9.2µM*,1%,9.2µM*
N#C/C(=C/c1ccncc1)c1nc2ccccc2c(=O)[nH]1,-14%,-2%,-17%
CC(=O)Nc1ccc(S(=O)(=O)NC2(C(F)(F)F)NC(=O)N(CCc3ccc(F)cc3)C2=O)cc1 (centres undefined),-10%,3%,-11%
CCOc1ccc(NS(=O)(=O)c2cc(C(=O)N3CCC3)ccc2Cl)cc1,?,3%,?
O=C1[C@H]2[C@@H](c3ccc(F)cc3)N3C(=O)N(c4ccc(Br)cc4)C(=O)[C@@]3(Cc3ccccc3)[C@H]2C(=O)N1C1CCCCC1,?,-12%,?
C[N+](C)(C)CCC(=O)c1cccc2ccccc12,0.92µM*,?,0.58µM*
Cc1nc(-c2ccc(S(=O)(=O)N3CCN(CCc4ccccc4)CC3)s2)cs1,?,-3%,-14%

Screens: PubChem BioAssay, National Center for Advancing Translational Sciences (NCATS)
